Source: PubChem
MCL1 BIM primary: inhibitors of human MCL1 binding to BIM-BH3 peptide | 0.68% of 320,000 active | inhibition, % at 10.9 µM | Q07820 | GST-MCL1 / FITC-Bim-BH3 fluorescence polarization;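 active = inhibition above the mean inhibition of all tested compounds plus 3 SD, set per campaign, cut at about 40% in these data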;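 note: 0% = DMSO wells and 100% = unlabeled Bim-BH3 peptide control; higher means more loss of mP so more displacement of Bim peptide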
Target sequence (Q07820 whole entry, looked up): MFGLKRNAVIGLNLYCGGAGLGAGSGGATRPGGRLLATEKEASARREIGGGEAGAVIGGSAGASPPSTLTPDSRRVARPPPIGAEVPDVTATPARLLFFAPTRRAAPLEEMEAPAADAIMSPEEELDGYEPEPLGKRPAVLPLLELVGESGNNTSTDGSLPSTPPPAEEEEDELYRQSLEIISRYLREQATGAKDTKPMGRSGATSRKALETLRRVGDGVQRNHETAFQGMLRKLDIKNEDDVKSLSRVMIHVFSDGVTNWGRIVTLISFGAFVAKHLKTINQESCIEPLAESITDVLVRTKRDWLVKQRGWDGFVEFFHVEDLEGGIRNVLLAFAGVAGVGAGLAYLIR
VLA-4 inh: inhibition in a human VLA-4 binding assay; inhibition, % (about 7 µM as worked out from the volumes in the protocol); 0.2% of 330,000 active; AID 2557; P13612; VLA-4 expressing cells, ligand binding flow cytometry; in the data active = inhibition above about 50%
GRK2 aptamer HTS: human GRK2 inhibition via aptamer displacement; P25098; bead flow cytometry, FAM-aptamer displacement from GRK2; inhibition of aptamer binding, % at 10 µM; 0.59% of 330,000 active;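 active = inhibition of aptamer binding above 40%, roughly 3 SD of noise, on plates passing a quality check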;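 note: median bead fluorescence of bound FAM aptamer so fluorescent compounds give negative values; no value below 0 was filed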
CIT2-GFP yeast: yeast TOR pathway CIT2-GFP modulation; GFP response vs DMSO, % at 10 µM; AID 2029; 0.065% of 320,000 active; S. cerevisiae CIT2-GFP strain, flow cytometry, 3 h; 100 means same as DMSO wells;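 active = GFP response relative to DMSO above a set limit, near the screen mean plus 3 SD, cut at about 150% in these data; inconclusive = Fewer than 70 cells measured for a yeast strain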;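 note: ratio of well median GFP fluorescence to mean of DMSO wells on the plate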
AGP1-GFP MLPCN: modulators of TOR pathway AGP1-GFP in S. cerevisiae; S. cerevisiae AGP1-GFP multiplex flow cytometry, 3 h; GFP as percent of DMSO wells; GFP response vs DMSO, % at 10 µM; 0.02% of 320,000 active;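 active = GFP response relative to DMSO above a set limit, near screen average plus 3 SD, cut at about 150% in these data; inconclusive = fewer than 70 cells counted for the yeast strain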;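 note: median GFP channel fluorescence of the gated AGP1 strain per well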
Yeast superoxide: caloric restriction mimetics inhibiting age-related superoxide in yeast; S. cerevisiae aged cells, superoxide DHE fluorescence; hits give low values; AID 2690; 0.18% of 330,000 active; superoxide response (% of plate mean), % at 10 µM;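 active = superoxide response under a set limit, about three screen SD below normal, cut at about 65% in these data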;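 note: yeast aged for seven days with compound at 30 °C before DHE staining; 100% = average MFI of all compound-treated wells on the plate with controls excluded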
BCLXL inh: inhibitors of human Bcl-xL; Q07817; GST-Bcl-xL / FITC-Bim BH3 peptide fluorescence polarization; inhibition, % at 10.9 µM; 0.7% of 320,000 active; AID 2129;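 active = inhibition above the mean of all tested compounds plus 3 SD, cutoff set per campaign, cut at about 30% in these data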;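 note: 0% = DMSO wells and 100% = unlabeled Bim-BH3 peptide competitor; inhibitors lower millipolarization by displacing the labeled peptide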
Target sequence (Q07817 whole entry, looked up): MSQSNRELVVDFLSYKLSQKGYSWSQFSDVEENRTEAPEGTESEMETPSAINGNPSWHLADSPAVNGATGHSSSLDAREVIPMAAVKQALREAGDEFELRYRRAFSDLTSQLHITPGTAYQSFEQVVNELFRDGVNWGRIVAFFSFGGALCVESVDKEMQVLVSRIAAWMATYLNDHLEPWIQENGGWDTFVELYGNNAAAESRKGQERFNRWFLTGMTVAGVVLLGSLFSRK
MEX-5 binding: C. elegans MEX-5 TCR-2 RNA binding activity; Q9XUB2; MEX-5/FITC-TCR2 RNA binding, fluorescence polarization; hits give low values; activity score (negative = inhibition of binding), % at 10 µM; 0.38% of 300,000 active;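 active = inhibition past about -25% in most replicates, and total fluorescence under double the plate's negative control median, limit read from the data; inconclusive = replicates evenly split on the limit, or fluorescence at least double controls; inactive = too little inhibition in most replicates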;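 note: 0% = DMSO and -100% = 5 µM competing unlabeled TCR2 RNA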
GLD-1 RNA inh: GLD-1-TGE RNA interaction inhibition (C. elegans); Q17339; purified GLD-1 + fluorescein TGE RNA, fluorescence polarization; inhibition, % at 5.96 µM; 0.44% of 320,000 active;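 active = percent inhibition above a per-plate cutoff, the plate mean of test compounds plus 3 SD, cut at about 30% in these data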;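 note: 0% = DMSO wells with GLD-1 and probe and 100% = wells lacking GLD-1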
The depositor's hits bear a star; ? = inconclusive; . = not tested or not shown.

compound	MEX-5 binding	GLD-1 RNA inh	MCL1 BIM primary	AGP1-GFP MLPCN	VLA-4 inh	CIT2-GFP yeast	GRK2 aptamer HTS	Yeast superoxide	BCLXL inh
Cc1cc(C(=O)N/N=C2\CC(=O)c3ccccc32)c(C)n1-c1ccc(F)cc1	0.0	5	6	106	-1	103	4	82	12
CCCC(c1nnnn1Cc1cccs1)N1CCN(C)CC1 (stereo not given)	-1.7	7	5	109	14	120	3	104	-1
Cc1cccc(C)c1OCc1nnc(SCC(=O)Nc2nccs2)o1	-0.2	0	10	105	-11	111	0	107	8
CCn1c(SCC(=O)Nc2ccc(N(C)C)cc2)nnc1-c1cccc(C)c1	-0.4	-2	3	102	25	99	3	109	1
O=C(COc1ccc(Br)cc1)NN1C(=O)c2ccccc2C1=O	1.2	-3	3	101	-5	91	0	131	-3
Cc1ccc([C@@H]2[C@@H]3C(=O)N(c4ccccc4)C(=O)[C@@H]3[C@]3(C)C(=O)N(Cc4ccc(-c5ccccc5)cc4)CC(=O)N23)o1	2.9	0	7	76	0	73	0	100	5
COc1ccccc1C(=O)NNC(=O)C1CCCO1 (stereo not given)	0.8	3	-1	105	0	101	1	90	-3
CCOc1ccc(C(c2c(NC(=O)c3ccco3)sc(C)c2C)N2CCOCC2)cc1 (stereo not given)	.	1	-6	101	48	100	4	95	2
Fc1cc2[nH]c(=S)[nH]c2cc1Cl	-2.1	3	-15	111	17	102	3	104	-14
CCn1c(SCC(=O)c2ccccc2)nc2ccccc2c1=O	2.0	3	7	91	10	92	4	102	3
CNC(=S)NNC(=O)c1sccc1OCc1cccc(C(F)(F)F)c1	0.3	4	-5	95	4	93	1	100	-4
Cc1nnc(SCC(=O)Nc2ccc(O)cc2)c2ccccc12	0.0	-3	8	99	19	98	5	103	4
Cc1cc(C)c(NC(=S)N2CCCC2C(=O)O)c(C)c1 (stereo not given)	1.1	3	9	102	3	106	0	89	9
COC(=O)[C@@H]1C[C@@]2(O)[C@H](O)[C@H](O)[C@H](O)C[C@H]2N1Cc1cc(F)ccc1F	0.6	4	-5	100	2	98	0	103	0
COc1ccc(CCNC(=O)c2ccc3c(c2)N(Cc2ccc(F)cc2)CCS3)c(OC)c1	2.4	4	3	108	-6	108	0	92	5
COC(=O)[C@H](CCSC)NC(=O)N1CCN(Cc2ccccc2)CC1	-1.3	0	2	94	1	91	0	90	3
CNC(=O)C(=O)Nc1ccc2c(c1)N(S(=O)(=O)c1cccs1)CCC2	-1.2	10	4	110	17	109	1	88	3
CCC(=O)N1c2ccc(S(=O)(=O)N3CCN(c4cc(C)ccc4C)CC3)cc2CC1C (stereo not given)	-1.3	4	-4	97	0	97	3	91	1
CSCCC(NC(=O)c1ccccc1Cl)C(=O)NCCOc1ccccc1 (stereo not given)	0.2	-4	1	103	7	88	4	114	4
S=C(NCc1ccc(Cl)cc1Cl)Nc1ccccc1	0.7	2	12	100	19	90	0	96	5
CN(c1ccccc1)S(=O)(=O)c1cccc(NC(=O)c2cc(=O)c3ccccc3o2)c1	0.3	9	-23	103	8	107	1	99	-9
CCOC(=O)CCC(=O)O[C@H]1[C@H](O[C@@H]2[C@@H](C)[C@H](O[C@H]3C[C@@](C)(OC)[C@@H](O)[C@H](C)O3)[C@@H](C)C(=O)O[C@H](CC)[C@@](C)(O)[C@H](O)[C@@H](C)C(=O)[C@H](C)C[C@@]2(C)O)O[C@H](C)C[C@@H]1N(C)C	1.0	4	-9	101	18	99	0	89	-3
CCc1ccc(N(C(=O)Cc2cccs2)C(C(=O)NC2CCCCC2)c2cn(C)nc2C)cc1 (stereo not given)	-0.5	1	-5	102	6	102	0	115	-4
CCOC(=O)Nc1cccnc1Sc1ccc(Cl)cc1	.	-4	6	98	9	86	0	102	4
COC(=O)c1sccc1NC(=O)c1c(Cl)cccc1Cl	0.4	-1	-3	98	3	91	0	99	-7
Fc1ccc2c(c1)C(c1ccncc1)=NNC(c1cccnc1)=N2	1.8	6	0	99	7	99	3	105	0
COc1ccc(S(=O)(=O)Nc2ccc3c(c2)n(C)c(=O)n3C)cc1F	2.1	1	-3	91	3	98	1	107	2
CC(C)[C@H](NC(=O)[C@@H]1CSC2c3ccccc3C(=O)N21)C(=O)NCC1CCCO1 (stereo not given in full)	-0.9	-7	-4	99	-11	103	1	93	0
CC1CCN(CCc2nc3cc(NC(=O)C(C)C)ccc3n2C)CC1	0.1	-3	10	96	3	103	1	105	6
COc1ccc(-n2cnnc2SCCC#N)cc1	-0.2	-5	-3	102	10	100	0	93	-2
Cc1ccccc1NC(=O)Cc1c(O)c2ccccc2[nH]c1=O	-0.2	3	0	104	9	100	0	102	4
C=CCC1(CC=C)CCCN1C(=O)C1CCC(=O)N(CCc2ccccc2)C1 (stereo not given)	-0.7	3	8	94	-30	95	0	95	13
CCOc1ccc(S(=O)(=O)Nc2ccc(S(=O)(=O)N3CCCCC3)cc2)cc1	4.9	-1	0	94	-2	97	0	102	3
Cc1csc(=O)n1CC(=O)OCc1nnc(-c2ccccc2)o1	-1.8	2	-6	95	27	87	0	112	2
CCOC(=O)c1cccc(NC(=O)CCc2nnc3ccc(N4CCOCC4)nn23)c1	-0.5	3	3	94	2	101	0	108	1
COc1ccc(Oc2cccc(Cl)c2CNC(=O)CSCC(=O)O)cc1	0.5	5	6	102	-4	103	1	113	7
CCc1nnc(NC(=O)CSc2nnc(-c3ccco3)n2CCOC)s1	-2.1	-5	-12	.	2	101	1	103	2
COCCn1c(SCC(=O)/C=C2\N(C)c3ccccc3C2(C)C)nnc1-c1ccncc1	5.5	-6	-23	91	-34	96	0	95	-17
Cc1cc2cc(CN(Cc3ccco3)C(=O)C3CCCCC3)c(=O)[nH]c2cc1C	-2.6	-7	-1	102	-8	105	1	97	4
Nc1nonc1-c1nc2ccccc2n1CC(=O)N/N=C/c1ccc(-c2ccccc2C(=O)O)o1	-2.6	0	16	109	14	112	10	99	17
COc1cccc(NC(=O)COC(=O)/C=C/c2c(C)nn(-c3ccccc3)c2C)c1	.	4	-4	99	0	90	0	136	-2
Cc1cc(C)cc(NC(=O)CSc2nc(N)c(NC(=O)c3cccs3)c(=O)[nH]2)c1	0.5	1	2	98	4	99	1	95	1
O=C(NCCc1ccccc1)NC1CCCCC1	1.4	-1	5	102	-2	98	0	92	3
Cc1cc(C)c(C(=O)NNC(=O)c2cccnc2)c(C)c1	2.2	0	11	106	5	101	0	105	8
O=C(CN(Cc1ccccc1)S(=O)(=O)c1ccc(S(=O)(=O)N2CCOCC2)cc1)Nc1ccccc1	-1.9	6	-3	109	-6	107	52*	73	4
CCN(CC)C(=O)COc1cc(C)cc2oc(=O)cc(-c3ccccc3)c12	-0.5	-1	-6	?	-4	?	0	104	1
CCCn1cc(S(=O)(=O)c2ccc(OC)cc2)c(=O)c2cc(OCC)ccc21	-0.3	2	-6	108	8	100	1	101	-1
C#C[C@]1(O)CC[C@H]2[C@@H]3CCC4=CC(=O)CC[C@@H]4[C@H]3CC[C@@]21C	1.3	0	-1	99	3	100	2	97	2
Cc1ccc(F)cc1NC(=O)CSc1ncccn1	2.0	10	-4	88	9	87	0	96	4
O=C(c1ccccc1Cl)N1CCNCC1	3.0	7	10	104	-12	107	0	96	8
CCCCN(C(=O)c1nn(C)c(=O)c2ccccc12)c1c(N)n(CC(C)C)c(=O)[nH]c1=O	.	3	0	91	47	91	3	102	3
Cc1ccc(-n2c(SCC(=O)NCC3CCCO3)nnc2-c2ccoc2C)cc1 (stereo not given)	-1.6	9	9	.	12	92	0	98	3
OC1NC(=S)N(c2ccccc2)C1O (stereo not given)	0.5	3	8	107	20	102	0	98	1
Cc1ccc(S(=O)(=O)N(C)CC(=O)Nc2cc(C)ccn2)cc1	-0.6	7	5	98	4	90	0	110	3
CNC(=O)c1c[nH]n2c(=O)c(Cc3ccccc3F)c(C)nc12	3.0	-7	5	101	-1	109	0	106	6
Cc1cc(C)n2nc(SCCCC(=O)c3ccc(F)cc3)nc2n1	2.2	-4	-2	109	11	101	3	100	-1
O=C(CCn1cccc1)Nc1nccs1	1.0	7	2	115	10	107	6	104	7
COC(=O)CSc1cccc2c1C(=O)CC2c1ccccc1 (stereo not given)	-0.1	3	5	111	-6	113	0	98	4
COCC(=O)Nc1ccc(S(=O)(=O)NCCc2ccccc2)cc1	1.3	0	1	98	7	94	0	93	7
CCOC(=O)c1c(C)[nH]c(C)c1C(=O)COC(=O)c1nc2nccc(C)n2n1	0.9	-3	-4	104	-3	100	1	97	-2
CN1CCN(c2ccc(NC(=S)NC(=O)c3cccc4ccccc34)cc2)CC1	-0.5	-1	6	93	9	92	18	108	0

Rewritten as labelled records: part of the list above
SMILES: CCCn1cc(S(=O)(=O)c2ccc(OC)cc2)c(=O)c2cc(OCC)ccc21
  MEX-5 binding: -0.3
  GLD-1 RNA inh: 2
  MCL1 BIM primary: -6
  AGP1-GFP MLPCN: 108
  VLA-4 inh: 8
  CIT2-GFP yeast: 100
  GRK2 aptamer HTS: 1
  Yeast superoxide: 101
  BCLXL inh: -1
SMILES: C#C[C@]1(O)CC[C@H]2[C@@H]3CCC4=CC(=O)CC[C@@H]4[C@H]3CC[C@@]21C
  MEX-5 binding: 1.3
  GLD-1 RNA inh: 0
  MCL1 BIM primary: -1
  AGP1-GFP MLPCN: 99
  VLA-4 inh: 3
  CIT2-GFP yeast: 100
  GRK2 aptamer HTS: 2
  Yeast superoxide: 97
  BCLXL inh: 2
